# Assay outcomes as filed in PubChem.
# U2OS ROS induce = raises reactive oxygen species in U2OS cancer cells | ROS induction (% of piperlongumine), % at 10 µM | U2OS ROS induction, H2DCF-DA fluorescence | AID 624156 | 46,000 compounds, 2% hits; in the data active means ROS induction above about 79%, passing the limit was not always enough;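 further: 0% = DMSO vehicle median and 100% = reference compound median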
# * = called active by the depositor; & = joins results of further samples. These rows are one share of the data, so the mix of outcomes need not match the whole.
SMILES,U2OS ROS induce
Cc1cc(C(=O)Nc2cccc3c2O[C@@H](CN(C)S(=O)(=O)c2ccccc2)[C@H](C)CN([C@@H](C)CO)C3=O)n(C)n1,-13
CC(C)NC(=O)N(C)C[C@H]1OCCCC[C@@H](C)Oc2ccc(NC(=O)Nc3ccccc3)cc2C(=O)N([C@H](C)CO)C[C@@H]1C,14
COc1ccc(C(=O)Nc2ccccc2)cc1S(=O)(=O)NCc1ccco1,-14
Cc1noc(C)c1NC(=O)N(C)C[C@H]1Oc2ccc(NC(=O)NC(C)C)cc2C(=O)N([C@H](C)CO)C[C@@H]1C,-3
COc1cc(OC)c(C(=O)c2ccc(O)cc2)c(OC)c1,-4
COc1ccc(NC(=O)N(C)C[C@H]2Oc3c(NS(=O)(=O)c4ccc(OC)cc4)cccc3C(=O)N([C@H](C)CO)C[C@@H]2C)cc1,-2
CCCNCC(O)COc1ccccc1C(=O)CCc1ccccc1 (stereo not drawn),7&24
Cc1cc(C(=O)Nc2cccc3c2O[C@H](CN(C)C(=O)Nc2ccc(C(F)(F)F)cc2)[C@H](C)CN([C@@H](C)CO)C3=O)n(C)n1,-10
C[C@@H]1CN([C@@H](C)CO)C(=O)c2cccc(NC(=O)Nc3ccc4c(c3)OCO4)c2O[C@@H]1CN(C)C(=O)Nc1cccc2ccccc12,9
COc1cc(C(=O)NCc2cccnc2)ccc1OCc1ccc(Cl)cc1,2
CN1CCN(CCCN2c3ccccc3Sc3ccc(Cl)cc32)CC1,5&3
Cc1noc(C)c1NC(=O)Nc1ccc2c(c1)CC(=O)N([C@H](C)CO)C[C@@H](C)[C@H](CN(C)C)O2,6
Cc1ccc(Oc2ncccc2NC(=O)C(=S)NCc2ccccc2)c2c1CCC2,48
Nc1cc(=O)[nH]c(SCC(=O)Nc2ccc(Br)cc2Cl)n1,1
CSc1c(CC(=O)NCCc2ccccc2)n(C)c2ccccc12,11
Cc1ccc(S(=O)(=O)Nc2ccc3c(c2)C(=O)N([C@H](C)CO)C[C@@H](C)[C@H](CN(C)C(=O)NC2CCCCC2)O3)cc1,2
COc1ccc(CN(C)C[C@H]2Oc3c(NC(=O)Nc4ccc(C(F)(F)F)cc4)cccc3C(=O)N([C@H](C)CO)C[C@@H]2C)cc1,8
C[C@H](CO)N1C[C@H](C)[C@H](CN(C)Cc2ccccc2)Oc2ccc(NS(=O)(=O)c3cccs3)cc2C1=O,0
CCC(C)(C)NC(=S)Nc1cccc(OC)c1,-13
COc1ccccc1NC(=O)CSc1n[nH]c(-c2ccncc2)n1,-36
Cc1ccc(S(=O)(=O)N(C)C[C@@H]2Oc3c(NS(=O)(=O)c4ccc(F)cc4)cccc3C(=O)N([C@@H](C)CO)C[C@@H]2C)cc1,8
C[C@H]1CN([C@@H](C)CO)C(=O)Cc2cc(NS(=O)(=O)c3ccccc3)ccc2O[C@@H]1CN(C)S(=O)(=O)c1cn(C)cn1,2
O=C(NCC(O)CO)[C@]1(Cc2ccccc2)N=C(c2ccc(OCCCO)cc2)O[C@@H]1c1ccccc1 (stereo partly drawn),-7
CC(=O)N/C(=C\c1ccccc1)C(=O)Nc1cccc(C#N)c1,17
O=C(NCc1cccnc1)c1cc2cc(Cl)ccc2oc1=O,-4
Brc1ccc(C2=Nn3c(Cn4nnc5ccccc54)nnc3SC2)cc1,46
O=C(NO)c1cccc(C(=O)N/N=C/C2=CCCCC2)c1,28
Cc1ccc(CNc2ccc(C(=O)O)cc2)cc1,-7
CC(C)NC(=O)[C@@]1(c2ccc([N+](=O)[O-])cc2)CC(=O)N(CC23CC4CC(CC(C4)C2)C3)[C@@H]1c1ccc(CO)cc1,25
CCC(C(=O)Nc1c(C)n(C)n(-c2ccccc2)c1=O)c1ccccc1 (stereo not drawn),-4

# A draw from above in order of SMILES length, rising.
SMILES,U2OS ROS induce
CCC(C)(C)NC(=S)Nc1cccc(OC)c1,-13
Cc1ccc(CNc2ccc(C(=O)O)cc2)cc1,-7
O=C(NO)c1cccc(C(=O)N/N=C/C2=CCCCC2)c1,28
COc1ccccc1NC(=O)CSc1n[nH]c(-c2ccncc2)n1,-36
Nc1cc(=O)[nH]c(SCC(=O)Nc2ccc(Br)cc2Cl)n1,1
CC(=O)N/C(=C\c1ccccc1)C(=O)Nc1cccc(C#N)c1,17
Brc1ccc(C2=Nn3c(Cn4nnc5ccccc54)nnc3SC2)cc1,46
CCC(C(=O)Nc1c(C)n(C)n(-c2ccccc2)c1=O)c1ccccc1 (stereo not drawn),-4
O=C(NCC(O)CO)[C@]1(Cc2ccccc2)N=C(c2ccc(OCCCO)cc2)O[C@@H]1c1ccccc1 (stereo partly drawn),-7
C[C@H](CO)N1C[C@H](C)[C@H](CN(C)Cc2ccccc2)Oc2ccc(NS(=O)(=O)c3cccs3)cc2C1=O,0
COc1ccc(CN(C)C[C@H]2Oc3c(NC(=O)Nc4ccc(C(F)(F)F)cc4)cccc3C(=O)N([C@H](C)CO)C[C@@H]2C)cc1,8
Cc1ccc(S(=O)(=O)Nc2ccc3c(c2)C(=O)N([C@H](C)CO)C[C@@H](C)[C@H](CN(C)C(=O)NC2CCCCC2)O3)cc1,2
CC(C)NC(=O)[C@@]1(c2ccc([N+](=O)[O-])cc2)CC(=O)N(CC23CC4CC(CC(C4)C2)C3)[C@@H]1c1ccc(CO)cc1,25
Cc1ccc(S(=O)(=O)N(C)C[C@@H]2Oc3c(NS(=O)(=O)c4ccc(F)cc4)cccc3C(=O)N([C@@H](C)CO)C[C@@H]2C)cc1,8

# New compounds follow.
SMILES,U2OS ROS induce
COc1ccc(NC(=O)N(C)C[C@H]2Oc3ccc(NC(=O)C4CC4)cc3CC(=O)N([C@@H](C)CO)C[C@H]2C)cc1,4
COC(=O)c1ccccc1NC(=O)CSc1nc2ccsc2c(=O)n1Cc1ccc(C)cc1,-13
Cc1cc(C)c2c(N)c(S(=O)Cc3ccc(Cl)cc3)sc2n1 (stereo not drawn),-3
C[C@@H]1CN([C@@H](C)CO)C(=O)c2cc(NC(=O)Nc3ccc(C(F)(F)F)cc3)ccc2O[C@H]1CN(C)CC1CCCCC1,-16
Cc1ccc2oc(-c3cccc(NC(=O)COc4ccccc4C)c3C)nc2c1,0
S=c1[nH]n(-c2ccc(Cl)cc2)c(=S)s1,1
COc1ccc(NC(=O)Nc2ccc3c(c2)CC(=O)N([C@@H](C)CO)C[C@@H](C)[C@@H](CN(C)Cc2ccc(Oc4ccccc4)cc2)O3)cc1,9
C[C@@H]1CN([C@H](C)CO)C(=O)Cc2cc(NC(=O)C3CC3)ccc2O[C@@H]1CN(C)C(=O)NC1CCCCC1,-6
Cc1cc(Cl)ccc1OCC(=O)Nc1ccc(Br)cc1C(=O)O,55
COc1cc2ccc(=O)oc2c(O)c1OCC=C(C)C,-3
C[C@@H]1CCCCO[C@H](CN(C)Cc2ccc(Cl)c(Cl)c2)[C@@H](C)CN([C@H](C)CO)C(=O)c2cc(NC(=O)Nc3ccc4c(c3)OCO4)ccc2O1,38
CC1CCN(CC(=O)Nc2sc3c(c2C(=O)Nc2ccccc2)CCCC3)CC1,8
C[C@@H]1CN([C@@H](C)CO)C(=O)c2cccc(NC(=O)c3ccc(-c4nccs4)cc3)c2O[C@@H]1CN(C)CC1CCCCC1,2
C[C@@H]1CN([C@@H](C)CO)C(=O)c2cccc(NS(=O)(=O)c3ccc(F)cc3)c2O[C@@H]1CN(C)C,-4
CCOC(=O)c1c(NC(=O)CSc2cc(C)c3ccccc3n2)sc2c1CCC2,0
CCc1ccc(NC(=O)Nc2cccs2)cc1,-16
C[C@H](CO)N1C[C@H](C)[C@H](CN(C)C(=O)Nc2ccc(F)cc2)Oc2ccc(NS(=O)(=O)c3cccs3)cc2CC1=O,19
CC(C)NC(=O)N(C)C[C@H]1Oc2ccc(NS(C)(=O)=O)cc2C(=O)N([C@H](C)CO)C[C@@H]1C,20
CCn1c(O)c(C2=NC(=S)NC2=O)c2ccccc21,2
C[C@H](CO)N1C[C@H](C)[C@H](CN(C)Cc2ccc(C(=O)Nc3ccccc3N)cc2)Oc2ccc(NS(=O)(=O)c3ccccc3)cc2C1=O,16
CC1CCc2c(sc(NC(=S)NC(=O)c3ccc(-c4ccc(Cl)cc4)o3)c2C(N)=O)C1 (stereo not drawn),-41
C[C@@H]1CN([C@@H](C)CO)C(=O)c2cc(NC(=O)NC3CCCCC3)ccc2O[C@@H]1CN(C)Cc1ccccc1,4
COc1ccc([Si](C)(C)[C@H]2[C@H](CCO)O[C@@]3(C(=O)N(C)c4ccccc43)[C@@H]2C)cc1,19
CCN(CC(N)=O)S(=O)(=O)c1ccc(OC)cc1,-3
COc1cccc(-c2cnc3c(c2)C(=O)N([C@H](C)CO)C[C@H](C)[C@H](CN(C)C(=O)NC2CCCC2)O3)c1,74
COc1ccc(NC(=O)N(C)C[C@@H]2OCc3cnnn3CCCC(=O)N([C@@H](C)CO)C[C@H]2C)c(OC)c1,-7
CN(C)c1ccc(/C=N/NC(=O)CCCCC(=O)NO)cc1,15
NS(=O)(=O)c1cc2c(cc1Cl)NC(C1CC3C=CC1C3)NS2(=O)=O (stereo not drawn),-1
C[C@@H]1CN([C@@H](C)CO)C(=O)c2cc(NS(=O)(=O)c3cn(C)cn3)ccc2O[C@H]1CN(C)C(=O)Nc1ccc(C(F)(F)F)cc1,-1
C[C@H]1CN([C@@H](C)CO)C(=O)c2cc(NC(=O)Nc3ccc(F)cc3)ccc2O[C@@H]1CN(C)Cc1ccccc1,4
COc1ccc(S(=O)(=O)Nc2cccc3c2O[C@@H](CN(C)C(=O)Nc2ccccc2)[C@H](C)CN([C@@H](C)CO)C3=O)cc1,0
C[C@@H]1CN([C@@H](C)CO)C(=O)c2cccc(NC(=O)Nc3ccc(C(F)(F)F)cc3)c2O[C@H]1CN(C)Cc1ccc(C(=O)Nc2ccccc2N)cc1,91*
C[C@@H]1CN([C@@H](C)CO)C(=O)c2cc(NC(=O)Cc3ccccc3)ccc2O[C@H]1CN(C)Cc1ccc(C(=O)Nc2ccccc2N)cc1,3
C[C@H](CO)N1C[C@H](C)[C@H](CN(C)C(=O)Nc2ccc(F)cc2)Oc2c(NC(=O)c3ccncc3)cccc2C1=O,-2
C[C@@H]1CN([C@@H](C)CO)C(=O)Cc2cc(NC(=O)C3CCCCC3)ccc2O[C@@H]1CN(C)S(C)(=O)=O,-7
O=C1C(=O)N(CCN2CCOCC2)C(c2ccncc2)C1C(=O)c1cc2ccccc2o1 (stereo not drawn),-22
CC(=O)N(Cc1ccccc1)C1CCCc2c1[nH]c1ccc(C)cc21 (stereo not drawn),1
COc1ccc(OC)c(S(=O)(=O)Nc2cc(OC)c(Cl)cc2OC)c1,-5
C[C@H](CO)N1C[C@H](C)[C@H](CN(C)Cc2ccc(F)cc2)Oc2ncc(-c3cccc(C(F)(F)F)c3)cc2C1=O,77*
CCOC(=O)C1CCN(/C=C(\C#N)S(=O)(=O)c2ccccc2)CC1,-7
C=C1C(=O)O[C@H]2[C@H]1[C@@H](OC(=O)/C(C)=C\C)C(OC(C)=O)/C(C(=O)OC)=C\CC[C@@]1(C)O[C@H]21 (stereo partly drawn),98*
CCCc1nc(NCc2ccccc2)c(C#N)c2c1CCCC2,-5
CCOC(=O)c1ccc(NC(=O)C2C3CCC(C3=C(C)C)C2C(=O)O)cc1 (stereo not drawn),25
COc1cc(NC(=O)N2CCOc3ccccc32)cc(OC)c1OC,3
COc1ccc(-c2cc(C(=O)NC3CCCCC3C)c3ccccc3n2)cc1 (stereo not drawn),0
COC(=O)c1ccccc1NC(=S)N1CCCCC1,-9
C[C@@H]1CN([C@H](C)CO)C(=O)CCCn2cc(nn2)CO[C@H]1CN(C)C(=O)Nc1ccc2c(c1)OCO2,-4
CCOC(=S)SCc1cn2cccnc2n1,-6
COc1ccc(NC(=O)N(C)C[C@H]2OCCCC[C@@H](C)Oc3ccc(N(C)C)cc3C(=O)N([C@H](C)CO)C[C@@H]2C)cc1,1
CC(C)COC(=O)N(C)C[C@H]1OCc2cnnn2CCCC(=O)N([C@H](C)CO)C[C@@H]1C,1
CC(C)NC(=O)Nc1cccc2c1O[C@H](CN(C)Cc1ccccc1)[C@@H](C)CN([C@@H](C)CO)C2=O,9
COc1ccc(NC(=O)Nc2ccc3c(c2)C(=O)N([C@H](C)CO)C[C@H](C)[C@@H](CN(C)C(=O)NC(C)C)OCCCC[C@@H](C)O3)cc1,44
C[C@H](CO)N1C[C@H](C)[C@H](CN(C)S(C)(=O)=O)OCc2cn(nn2)CCCC1=O,7
COc1ccc(S(=O)(=O)N(C)C[C@@H]2Oc3c(NC(=O)Nc4ccc5c(c4)OCO5)cccc3C(=O)N([C@@H](C)CO)C[C@H]2C)cc1,-4
C[C@@H]1CN([C@H](C)CO)C(=O)CCCn2cc(nn2)CO[C@@H]1CN(C)C(=O)Nc1ccc(N2CCCCC2)cc1,9
O=c1[nH]c2ncccc2c(=O)n1Cc1ccccc1,-9
Cc1noc(C)c1S(=O)(=O)Nc1ccc2c(c1)C(=O)N([C@@H](C)CO)C[C@@H](C)[C@@H](CN(C)Cc1ccncc1)O2,-11
C[C@@H]1CN([C@H](C)CO)C(=O)Cc2cc(N(C)C)ccc2O[C@@H]1CN(C)Cc1ccc(Cl)c(Cl)c1,4
Cc1ccc(S(=O)(=O)Nc2cccc3c2O[C@H](CN(C)C(=O)Nc2ccc(C(F)(F)F)cc2)[C@H](C)CN([C@H](C)CO)C3=O)cc1,34
O=C(NO)c1cccc(C(=O)N/N=C/c2ccc([N+](=O)[O-])s2)c1,-9

# Other compounds follow:
SMILES,U2OS ROS induce
O=C(Cn1cc(C(=O)c2ccccc2F)c2ccccc21)NCC1CCCO1 (stereo not drawn),-2
C[C@H]1CN([C@@H](C)CO)C(=O)c2cc(NC(=O)CCC(F)(F)F)ccc2O[C@@H]1CN(C)CC1CCCCC1,2
C[C@@H]1CN([C@@H](C)CO)C(=O)c2cccc(NC(=O)c3ccc(-c4nccs4)cc3)c2O[C@@H]1CN(C)Cc1ccc(C(=O)Nc2ccccc2N)cc1,54
C[C@@H]1CN([C@@H](C)CO)C(=O)c2cc(NC(=O)Nc3ccc(C(F)(F)F)cc3)ccc2O[C@@H]1CN(C)S(C)(=O)=O,-6
C[C@@H]1CN([C@H](C)CO)C(=O)Cc2cc(NC(=O)Nc3ccc(F)cc3)ccc2O[C@@H]1CN(C)C,0
